GRK2 aptamer HTS – compounds blocking aptamer binding on GRK2 – biochemical, human GRK2, bead flow cytometry, HTS, primary screen; Beta-adrenergic receptor kinase 1 (Homo sapiens), P25098; FAM-aptamer displacement from GRK2; inhibition of aptamer binding, % at 10 µM; 0.59% of 330,000 active; AID 488847, 2010;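 active means inhibition of aptamer binding above 40%, roughly 3 SD of noise, on plates passing a quality check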;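 further: median bead fluorescence of bound FAM aptamer so fluorescent compounds give negative values; no value below 0 was filed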
Target sequence (P25098 whole entry, looked up): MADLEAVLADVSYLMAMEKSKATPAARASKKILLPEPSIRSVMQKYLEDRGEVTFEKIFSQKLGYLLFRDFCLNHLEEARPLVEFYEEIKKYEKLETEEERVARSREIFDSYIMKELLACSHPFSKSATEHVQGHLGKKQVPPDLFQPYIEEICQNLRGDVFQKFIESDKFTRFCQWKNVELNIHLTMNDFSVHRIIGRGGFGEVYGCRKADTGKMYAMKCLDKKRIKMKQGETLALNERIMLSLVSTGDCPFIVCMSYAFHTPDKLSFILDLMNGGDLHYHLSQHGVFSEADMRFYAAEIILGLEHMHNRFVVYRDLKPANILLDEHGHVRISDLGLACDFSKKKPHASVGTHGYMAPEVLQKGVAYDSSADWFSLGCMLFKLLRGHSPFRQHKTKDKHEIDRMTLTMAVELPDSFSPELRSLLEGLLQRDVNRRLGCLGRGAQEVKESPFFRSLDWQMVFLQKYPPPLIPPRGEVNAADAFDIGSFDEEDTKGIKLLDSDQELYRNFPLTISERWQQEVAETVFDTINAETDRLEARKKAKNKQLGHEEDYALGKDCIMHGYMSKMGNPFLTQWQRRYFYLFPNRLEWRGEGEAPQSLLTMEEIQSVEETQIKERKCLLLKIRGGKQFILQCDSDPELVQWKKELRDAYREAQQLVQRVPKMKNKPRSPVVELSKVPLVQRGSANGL
AGP1-GFP MLPCN – modulators of AGP1-GFP expression in yeast TOR pathway, primary screen, cell-based, multiplex flow cytometry, S. cerevisiae, MLPCN library; GFP response vs DMSO, % at 10 µM; AID 2066, 2009; 3 h; GFP as percent of DMSO wells; 0.02% of 320,000 active;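 active means GFP response relative to DMSO above a set limit, near screen average plus 3 SD, cut at about 150% in these data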;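 further: median GFP channel fluorescence of the gated AGP1 strain per well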
VLA-4 inh – inhibition in human VLA-4 binding assay, primary screen, VLA-4 allosteric modulator project, MLPCN library, flow cytometry, VLA-4 expressing cells; Integrin alpha-4 (Homo sapiens), P13612; ligand binding flow cytometry; inhibition, % (about 7 µM as worked out from the volumes in the protocol); 0.2% of 330,000 active; AID 2557, 2010; in the data active means inhibition above about 50%
LAP4 TOR yeast – modulators of LAP4-GFP expression in yeast, primary screen, S. cerevisiae, multiplex flow cytometry, MLPCN library; 3 h; median GFP as percent of DMSO wells; GFP response vs DMSO, % at 10 µM; 0.34% of 320,000 active; AID 2023, 2009;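 active means GFP response vs DMSO above a set limit, about the screen mean plus 3 SD, cut at about 150% in these data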
RPL19A-GFP yeast – RPL19A-GFP expression modulators in yeast, primary screen, cell-based, S. cerevisiae, multiplex flow cytometry, MLPCN; percent response vs DMSO, % at 10 µM; S. cerevisiae RPL19A-GFP strain, 3 h; stronger effect = lower value; 0.3% of 330,000 active;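 active means percent response vs DMSO below 50%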;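 further: median channel GFP fluorescence of the barcoded RPL19A-GFP strain; ratio of sample median GFP to plate DMSO average so 100% = DMSO; lower means less RPL19A-GFP as with rapamycin TOR inhibition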
CIT2-GFP yeast – modulators of CIT2-GFP expression in yeast, primary screen, S. cerevisiae, GFP fusion, multiplex flow cytometry, MLPCN library | GFP response vs DMSO, % at 10 µM | S. cerevisiae CIT2-GFP strain, 3 h; 100 means same as DMSO wells | 0.065% of 320,000 active;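 active means GFP response relative to DMSO above a set limit, near the screen mean plus 3 SD, cut at about 150% in these data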;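 further: ratio of well median GFP fluorescence to mean of DMSO wells on the plate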
MEP2 TOR yeast – modulators of MEP2-GFP levels in yeast, primary screen, S. cerevisiae, multiplex flow cytometry, MLPCN library | 0.51% of 330,000 active | S. cerevisiae MEP2-GFP strain, 3 h; 100% = DMSO control level | GFP response vs DMSO, % at 10 µM;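 active means GFP response versus DMSO above a set limit, roughly screen mean plus 3 SD, cut at about 180% in these data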;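 further: median GFP fluorescence of the barcode-gated MEP2-GFP cells per well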
Yeast superoxide – reduction of superoxide in aged yeast, primary screen, HTS | S. cerevisiae aged cells, superoxide DHE fluorescence; stronger effect = lower value | superoxide response (% of plate mean), % at 10 µM | 0.18% of 330,000 active | AID 2690, 2010;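 active means superoxide response under a set limit, about three screen SD below normal, cut at about 65% in these data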;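 further: yeast aged for seven days with compound at 30 °C before DHE staining; 100% = average MFI of all compound-treated wells on the plate with controls excluded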
The depositor's hits bear a star. Rows were taken by chance. Share with any hit: about 1.7%.

For O=C(CN1CCN(c2ccccc2O)CC1)NCCCc1ccccc1 the results were GRK2 aptamer HTS 0, AGP1-GFP MLPCN 103, VLA-4 inh 3, LAP4 TOR yeast 106, RPL19A-GFP yeast 99, CIT2-GFP yeast 111, MEP2 TOR yeast 100 and Yeast superoxide 100.
`C[C@H]1COC(=O)[C@H](Cc2ccc(F)cc2)C/C=C\C[C@@H](CC(=O)NCCO)C(=O)N1` gave GRK2 aptamer HTS 0, AGP1-GFP MLPCN 99, VLA-4 inh 1, LAP4 TOR yeast 116, RPL19A-GFP yeast 99, CIT2-GFP yeast 107, MEP2 TOR yeast 118 and Yeast superoxide 90.
For COc1ccc(NC(=O)CC(C)c2ccccc2)cc1S(=O)(=O)N1CCOCC1 (stereo unspecified) the results were GRK2 aptamer HTS 0, AGP1-GFP MLPCN 106, VLA-4 inh -12, LAP4 TOR yeast 115, RPL19A-GFP yeast 105, CIT2-GFP yeast 95, MEP2 TOR yeast 105 and Yeast superoxide 96.
For COc1ccc(OCCC(=O)N2CCCCC2)cc1 the results were GRK2 aptamer HTS 3, AGP1-GFP MLPCN 111, VLA-4 inh 13, LAP4 TOR yeast 112, RPL19A-GFP yeast 101, CIT2-GFP yeast 105, MEP2 TOR yeast 105 and Yeast superoxide 101.
Screening Cc1ccc(S(=O)(=O)N2[C@@H](c3ccc(C(C)C)cc3)C(C(=O)O)=C[C@H]2C(C)(C)C)cc1 returned GRK2 aptamer HTS 0, AGP1-GFP MLPCN 96, VLA-4 inh 29, LAP4 TOR yeast 99, RPL19A-GFP yeast 100, CIT2-GFP yeast 89, MEP2 TOR yeast 97 and Yeast superoxide 101.
Screening CCOC(=O)C1=NOC(CNc2ncc(C(F)(F)F)cc2Cl)C1 (stereo unspecified) returned GRK2 aptamer HTS 0, AGP1-GFP MLPCN 103, VLA-4 inh 7, LAP4 TOR yeast 94, RPL19A-GFP yeast 99, MEP2 TOR yeast 101 and Yeast superoxide 92.
For COc1ccc(OC)c(C2C(C(=O)c3ccc(C)o3)=C(O)C(=O)N2c2cc(C)on2)c1 (stereo unspecified) the results were GRK2 aptamer HTS 0, AGP1-GFP MLPCN 97, VLA-4 inh 11, LAP4 TOR yeast 106, RPL19A-GFP yeast 103, CIT2-GFP yeast 96, MEP2 TOR yeast 105 and Yeast superoxide 110.
For O=C(NC(=S)NNC(=O)c1ccc(Cl)cc1Cl)c1cccnc1 the results were GRK2 aptamer HTS 0, AGP1-GFP MLPCN 96, VLA-4 inh 7, LAP4 TOR yeast 110, RPL19A-GFP yeast 104, CIT2-GFP yeast 100, MEP2 TOR yeast 184* and Yeast superoxide 114.
Screening CC1=CC(C)C2(COC(=O)Nc3ccccc3)COC(C)C1C2C (stereo unspecified) returned GRK2 aptamer HTS 0, AGP1-GFP MLPCN 95, VLA-4 inh 21, LAP4 TOR yeast 100, RPL19A-GFP yeast 98, CIT2-GFP yeast 91, MEP2 TOR yeast 101 and Yeast superoxide 98.
`O=C(CSc1ncccc1C(=O)O)c1ccccc1` gave GRK2 aptamer HTS 0, AGP1-GFP MLPCN 105, VLA-4 inh -14, LAP4 TOR yeast 107, RPL19A-GFP yeast 97, CIT2-GFP yeast 107, MEP2 TOR yeast 98 and Yeast superoxide 95.
`O=[N+]([O-])c1ccc(C2CCCC/C2=N/O)c([N+](=O)[O-])c1` (stereo unspecified) gave GRK2 aptamer HTS 0, AGP1-GFP MLPCN 96, VLA-4 inh 10, LAP4 TOR yeast 93, RPL19A-GFP yeast 105, CIT2-GFP yeast 101, MEP2 TOR yeast 102 and Yeast superoxide 110.
Screening Cc1cccc(OC(C)C(=O)Nc2cc(S(=O)(=O)N3CCCCC3)ccc2C)c1 (stereo unspecified) returned GRK2 aptamer HTS 0, AGP1-GFP MLPCN 99, VLA-4 inh 0, LAP4 TOR yeast 95, RPL19A-GFP yeast 95, CIT2-GFP yeast 103, MEP2 TOR yeast 96 and Yeast superoxide 121.
For O=C1OC(Nc2ccc(Cl)cn2)c2ccccc21 (stereo unspecified) the results were GRK2 aptamer HTS 3, AGP1-GFP MLPCN 107, VLA-4 inh 11, LAP4 TOR yeast 100, RPL19A-GFP yeast 98, CIT2-GFP yeast 105, MEP2 TOR yeast 103 and Yeast superoxide 101.
`S=C(NCCN1CCCCC1)Nc1ccc(Br)cc1` gave GRK2 aptamer HTS 0, AGP1-GFP MLPCN 108, VLA-4 inh 11, LAP4 TOR yeast 106, RPL19A-GFP yeast 99, CIT2-GFP yeast 101, MEP2 TOR yeast 98 and Yeast superoxide 113.
Screening CCNC(=O)c1ccc2c(c1)S(=O)(=O)c1ccccc1C2=O returned GRK2 aptamer HTS 0, AGP1-GFP MLPCN 89, VLA-4 inh 12, LAP4 TOR yeast 81, RPL19A-GFP yeast 95, CIT2-GFP yeast 89, MEP2 TOR yeast 96 and Yeast superoxide 99.
Screening CCOc1ccccc1N1CCN(C(=O)c2c(CC)noc2C)CC1 returned GRK2 aptamer HTS 4, AGP1-GFP MLPCN 108, VLA-4 inh 1, LAP4 TOR yeast 106, RPL19A-GFP yeast 95, CIT2-GFP yeast 103, MEP2 TOR yeast 96 and Yeast superoxide 89.
O=C(NC(NC(=S)Nc1ccccc1C(=O)O)C(Cl)(Cl)Cl)c1cccc([N+](=O)[O-])c1 (stereo unspecified) was read as GRK2 aptamer HTS 3, AGP1-GFP MLPCN 100, VLA-4 inh 32, LAP4 TOR yeast 104, RPL19A-GFP yeast 102, CIT2-GFP yeast 99, MEP2 TOR yeast 99 and Yeast superoxide 100.
`Cc1ccc(C(C)C)c(OCc2nn(CC(=O)c3ccc(OC(F)F)cc3)c3[n+]2CCCCC3)c1` gave GRK2 aptamer HTS 0, AGP1-GFP MLPCN 92, VLA-4 inh 6, LAP4 TOR yeast 88, RPL19A-GFP yeast 96, CIT2-GFP yeast 98, MEP2 TOR yeast 92 and Yeast superoxide 102.
Screening Cc1ccccc1NC(=O)NCCCN1CCCC1 returned GRK2 aptamer HTS 0, AGP1-GFP MLPCN 108, VLA-4 inh 13, LAP4 TOR yeast 89, RPL19A-GFP yeast 101, CIT2-GFP yeast 112, MEP2 TOR yeast 104 and Yeast superoxide 104.
`CN1CCN(CC#CCC2(O)c3ccccc3-c3ccccc32)CC1` gave GRK2 aptamer HTS 0, AGP1-GFP MLPCN 100, VLA-4 inh 0, LAP4 TOR yeast 115, RPL19A-GFP yeast 95, CIT2-GFP yeast 99, MEP2 TOR yeast 112 and Yeast superoxide 93.
`Cc1ccc(C2(c3noc(CN(C)CCCN4CCOCC4)n3)CCCC2)cc1` gave GRK2 aptamer HTS 0, AGP1-GFP MLPCN 102, VLA-4 inh -6, LAP4 TOR yeast 98, RPL19A-GFP yeast 103, CIT2-GFP yeast 105, MEP2 TOR yeast 101 and Yeast superoxide 96.
Screening CCCn1cnc2cc(NCc3cccc(OC)c3O)ccc21 returned GRK2 aptamer HTS 0, AGP1-GFP MLPCN 100, VLA-4 inh -1, LAP4 TOR yeast 91, RPL19A-GFP yeast 94, CIT2-GFP yeast 95, MEP2 TOR yeast 117 and Yeast superoxide 100.
Nc1ccc2nc(-c3cccc(-c4nc5ccc(N)cc5[nH]4)c3)[nH]c2c1 was read as GRK2 aptamer HTS 99*, AGP1-GFP MLPCN 101, VLA-4 inh -11, LAP4 TOR yeast 101, RPL19A-GFP yeast 102, CIT2-GFP yeast 119, MEP2 TOR yeast 106 and Yeast superoxide 90.
For CC(C)N1CC(O)=C(c2nc3ccccc3[nH]2)C1=N the results were GRK2 aptamer HTS 3, AGP1-GFP MLPCN 72, VLA-4 inh -11, LAP4 TOR yeast 95, RPL19A-GFP yeast 110, CIT2-GFP yeast 65, MEP2 TOR yeast 90 and Yeast superoxide 102.
For CCCC1(C(=O)OC)NC(c2cccc(F)c2)C2C(=O)N(CC)C(=O)C21 (stereo unspecified) the results were GRK2 aptamer HTS 0, AGP1-GFP MLPCN 105, VLA-4 inh 41, LAP4 TOR yeast 95, RPL19A-GFP yeast 103, CIT2-GFP yeast 99, MEP2 TOR yeast 100 and Yeast superoxide 87.
`CCOC(=O)N1CCN(C(=O)COc2ccc(S(=O)(=O)NC3CCCCC3)cc2C)CC1` gave GRK2 aptamer HTS 1, AGP1-GFP MLPCN 102, VLA-4 inh -7, LAP4 TOR yeast 103, RPL19A-GFP yeast 103, CIT2-GFP yeast 93, MEP2 TOR yeast 100 and Yeast superoxide 92.
For CCOc1ccc(/C=N/Nc2cc(N3CCOCC3)nc(C)n2)c(O)c1 the results were GRK2 aptamer HTS 0, AGP1-GFP MLPCN 100, VLA-4 inh -3, LAP4 TOR yeast 92, RPL19A-GFP yeast 105, CIT2-GFP yeast 105, MEP2 TOR yeast 110 and Yeast superoxide 89.
For Cc1cccc(C)c1NC(=O)Cn1nc(-c2ccccc2)nc1-c1ccccc1 the results were GRK2 aptamer HTS 1, AGP1-GFP MLPCN 99, VLA-4 inh -128, LAP4 TOR yeast 95, RPL19A-GFP yeast 98, CIT2-GFP yeast 104, MEP2 TOR yeast 102 and Yeast superoxide 117.
Screening N#CCn1c(CCl)nc2ccccc2c1=O returned GRK2 aptamer HTS 4, AGP1-GFP MLPCN 124, VLA-4 inh 3, LAP4 TOR yeast 102, RPL19A-GFP yeast 113, CIT2-GFP yeast 112, MEP2 TOR yeast 108 and Yeast superoxide 99.
For COCCNS(=O)(=O)c1cc(C(=O)O)ccc1OC the results were GRK2 aptamer HTS 0, AGP1-GFP MLPCN 106, VLA-4 inh 1, LAP4 TOR yeast 99, RPL19A-GFP yeast 99, CIT2-GFP yeast 100, MEP2 TOR yeast 99 and Yeast superoxide 101.
For COCCn1c(-c2ccco2)csc1=Nc1cccnc1 the results were GRK2 aptamer HTS 4, AGP1-GFP MLPCN 82, VLA-4 inh -14, LAP4 TOR yeast 92, RPL19A-GFP yeast 85, CIT2-GFP yeast 90, MEP2 TOR yeast 107 and Yeast superoxide 90.
`CN(C)CCN(C(=O)c1ccc(S(=O)(=O)N2CCCC2)cc1)c1nc2ccc(Br)cc2s1` gave GRK2 aptamer HTS 0, AGP1-GFP MLPCN 102, VLA-4 inh -5, LAP4 TOR yeast 96, RPL19A-GFP yeast 105, CIT2-GFP yeast 103, MEP2 TOR yeast 99 and Yeast superoxide 95.
For CCCCNC(=O)c1ccc2c(c1)C(=O)N(Cc1ccncc1)C2=O the results were GRK2 aptamer HTS 4, AGP1-GFP MLPCN 99, VLA-4 inh -19, LAP4 TOR yeast 89, RPL19A-GFP yeast 110, CIT2-GFP yeast 95, MEP2 TOR yeast 108 and Yeast superoxide 91.
For COc1cccc(C(=O)Nc2cccc(NC(=O)c3cccs3)c2)c1 the results were GRK2 aptamer HTS 2, AGP1-GFP MLPCN 97, VLA-4 inh -3, LAP4 TOR yeast 104, RPL19A-GFP yeast 105, CIT2-GFP yeast 98, MEP2 TOR yeast 110 and Yeast superoxide 104.

Among those listed so far, two contain an NH in an aromatic ring:
Nc1ccc2nc(-c3cccc(-c4nc5ccc(N)cc5[nH]4)c3)[nH]c2c1 was read as GRK2 aptamer HTS 99*, AGP1-GFP MLPCN 101, VLA-4 inh -11, LAP4 TOR yeast 101, RPL19A-GFP yeast 102, CIT2-GFP yeast 119, MEP2 TOR yeast 106 and Yeast superoxide 90.
For CC(C)N1CC(O)=C(c2nc3ccccc3[nH]2)C1=N the results were GRK2 aptamer HTS 3, AGP1-GFP MLPCN 72, VLA-4 inh -11, LAP4 TOR yeast 95, RPL19A-GFP yeast 110, CIT2-GFP yeast 65, MEP2 TOR yeast 90 and Yeast superoxide 102.
